From PubChem
TRPC4 PAM – positive allosteric modulators of TRPC4, primary screen, cell-based, mouse TRPC4beta, HEK293 mu-opioid, Fluo-4 calcium; Short transient receptor potential channel 4 (Mus musculus), Q9QUQ5; DAMGO EC20, Fluo-4 Ca2+ flux; active compounds read high; B-score at 10 µM; 310,000 tested, 0.42% active;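 active = B-score of calcium response area above 5 SD of library B-scores, with initial fluorescence ratio within 5 SD of library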;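 also: B-score of integrated fluorescence ratio over time as area under calcium response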
TMEM16A inh – TMEM16A chloride channel inhibitors, primary screen, cell-based, HTS. HEK293 TMEM16A/YFP iodide influx fluorescence, ionomycin. AID 588511, 2011. normalized B-score (activity score, 25-100; higher = stronger inhibition) at 10 µM. 310,000 tested, 1.2% active;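 active = ratio plate-corrected score three or more library SD toward inhibition, starting fluorescence score within five deviations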;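 also: score derived from kinetic fluorescence span divided by baseline fluorescence per well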
TRPC4 agonist – activators of mouse TRPC4 channel, primary screen, Fluo4 calcium, HEK293 TRPC4beta/mu-opioid cells; 310,000 tested, 0.49% active; B-score at 10 µM; Fluo4 calcium fluorescence; active compounds read high; Short transient receptor potential channel 4 (Mus musculus), Q9QUQ5; AID 2237, 2010;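 active = B-score above 5 SD of library B-scores, and initial fluorescence ratio not above library mean plus 5 SD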;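 also: positive B-score marks a calcium rise read as TRPC4 activation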
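System: HEK293 cells stably co-expressing mouse TRPC4beta and mu-opioid receptor; Schedule: Fluo4 dye loading 45 min at room temperature, 110 s recording; Detection: Fluo4 fluorescence, kinetic; Evaluation: B-scored integrated calcium fluorescence ratio; Controls: buffer (low) and maximal DAMGO (high).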
DYRK1A inh – rat Dyrk1A kinase inhibitors, primary screen, biochemical, single point, plate reader; 310,000 tested, 0.43% active; ADP-Glo luminescence, NFATc1 peptide; inhibition, % at 12.5 µM; in the data active = inhibition above about 50%;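 also: plate controls were vehicle with enzyme for no effect and no enzyme for full effect; many of its hits are not listed in these tables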
ANO1 activ – TMEM16A chloride channel activators or potentiators, primary screen, cell-based, HTS. Anoctamin-1 (Mus musculus), Q8BHY3. HEK293 TMEM16A/YFP-H148Q/I152L, iodide quench fluorescence; active compounds read low. B-score at 10 µM. 340,000 tested, 0.3% active. AID 623877, 2012;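 active = fluorescence-ratio B-score plate-corrected deviation score at least 3 library SD below zero, with starting fluorescence score within 5 deviations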;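 also: channel opened by trigger with iodide after compound preincubation; score built on the fluorescence ratio of max minus min over baseline; more negative score means more quench and so TMEM16A activation or potentiation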
KCNK9 inh – KCNK9 potassium channel inhibitors, primary screen, HEK293 cells, thallium flux; 310,000 tested, 1.2% active; B-score at 10 µM; Potassium channel subfamily K member 9 (Homo sapiens), Q9NPC2; FluxOR thallium flux fluorescence; active compounds read low; AID 488922, 2010;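 active = ratio B-score over 3 SD below the library mean, with starting fluorescence within 5 SD of its mean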;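 also: negative B-score means less thallium flux so channel inhibition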
Target sequence (Q9NPC2 whole entry, looked up): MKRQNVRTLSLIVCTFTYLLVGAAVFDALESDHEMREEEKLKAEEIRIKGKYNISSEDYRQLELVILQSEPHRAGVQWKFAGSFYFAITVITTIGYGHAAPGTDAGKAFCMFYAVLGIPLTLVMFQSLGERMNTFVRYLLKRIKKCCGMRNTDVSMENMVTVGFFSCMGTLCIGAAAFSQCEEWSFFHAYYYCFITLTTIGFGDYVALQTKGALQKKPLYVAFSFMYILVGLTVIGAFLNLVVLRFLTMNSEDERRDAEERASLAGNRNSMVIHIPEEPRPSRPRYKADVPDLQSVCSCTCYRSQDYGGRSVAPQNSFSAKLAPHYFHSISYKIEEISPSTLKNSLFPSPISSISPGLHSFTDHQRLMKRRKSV
KCNQ1 inh – inhibitors of human KCNQ1 channel, primary screen, cell-based, thallium flux, high-throughput; CHO-K1 KCNQ1, FluxOR thallium flux fluorescence; active compounds read high; B-score at 10 µM; AID 2642, 2010; 310,000 tested, 1.3% active;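 active = compounds whose thallium flux B-score, printed positive for inhibition, exceeds three library SD while starting fluorescence stays within three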;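 also: channel opened by potassium depolarization with thallium stimulus after 20 min compound exposure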
Target sequence (P51787 whole entry, looked up): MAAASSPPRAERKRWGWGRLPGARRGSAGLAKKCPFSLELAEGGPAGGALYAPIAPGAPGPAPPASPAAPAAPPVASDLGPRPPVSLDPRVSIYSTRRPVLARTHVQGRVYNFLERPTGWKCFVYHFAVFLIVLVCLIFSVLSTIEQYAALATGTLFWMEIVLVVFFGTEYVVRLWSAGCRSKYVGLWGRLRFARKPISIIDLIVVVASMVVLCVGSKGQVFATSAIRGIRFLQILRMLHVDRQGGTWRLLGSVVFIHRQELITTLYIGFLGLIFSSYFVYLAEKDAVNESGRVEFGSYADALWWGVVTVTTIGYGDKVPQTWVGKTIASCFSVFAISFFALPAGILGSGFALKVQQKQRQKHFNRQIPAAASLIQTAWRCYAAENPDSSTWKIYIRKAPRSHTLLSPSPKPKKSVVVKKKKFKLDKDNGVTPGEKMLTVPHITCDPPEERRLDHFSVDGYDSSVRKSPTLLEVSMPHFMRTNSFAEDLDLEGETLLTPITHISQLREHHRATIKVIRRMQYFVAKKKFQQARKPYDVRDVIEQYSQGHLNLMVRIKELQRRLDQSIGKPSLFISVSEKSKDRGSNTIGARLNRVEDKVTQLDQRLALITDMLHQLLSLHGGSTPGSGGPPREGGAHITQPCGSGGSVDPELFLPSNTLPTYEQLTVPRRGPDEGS
KCNK3 block – human KCNK3 channel inhibitors, primary screen, CHO cells, FluxOR thallium flux, B-score. Potassium channel subfamily K member 3 (Homo sapiens), O14649. FluxOR fluorescence; active compounds read low. B-score at 10 µM. 340,000 tested, 0.84% active;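 active = B-score under library mean minus 4 SD, starting fluorescence ratio at most library mean plus 5 SD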;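 also: more negative B-score means stronger inhibition of thallium flux through KCNK3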
HDAC3 inhib – HDAC3 deacetylase inhibitors, primary screen, biochemical, fluorescence, cell-free homogeneous | 320,000 tested, 0.15% active | Histone deacetylase 3 (Homo sapiens), O15379 | inhibition, % at 8.3 µM | recombinant HDAC3, fluorogenic peptide/trypsin coupled; in the data active = inhibition above about 26%, passing the limit was not always enough; inconclusive = no clear call, values can overlap the other calls
hERG protect – hERG rescue from dofetilide block, primary screen, cell-based, CHO-hERG, FluxOR thallium flux, dofetilide IC70. Voltage-gated inwardly rectifying potassium channel KCNH2 (Homo sapiens), Q12809. dofetilide IC70 present. activation (rescue from dofetilide block), less the hit threshold, % at 10 µM. 310,000 tested, 0.51% active. AID 1511, 2009;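 active = activation above the mean of controls blocked by dofetilide plus 5 SD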;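 also: thallium influx through hERG after potassium depolarization seen as dye fluorescence rise; in these data hits start at about 4.7%; inactives centre near -7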
KCNQ1 pot – potentiators or activators of KCNQ1 channel, primary screen, cell-based, thallium flux, high-throughput | Potassium voltage-gated channel subfamily KQT member 1 (Homo sapiens), P51787 | CHO-K1 KCNQ1, thallium flux FluxOR fluorescence; active compounds read high | B-score at 10 µM | 310,000 tested, 0.35% active | AID 2648, 2010;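 active = fluorescence ratio B-score, a plate-corrected score, at least three library SD, with initial intensity B-score within 5 SD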
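Assay system: CHO-K1 cells stably expressing KCNQ1. Medium: assay buffer for compound exposure, DMSO matched across wells. Timing: 37 °C overnight plating, 90-min dark dye load, 20-min compound pretreatment. Signal: kinetic FluxOR fluorescence, 10 s baseline plus 110 s post-stimulus.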
* = called active by the depositor; i = inactive; ? = inconclusive; . = no result given. The list is partial (hit frequency here may not be typical).

SMILES | TRPC4 PAM | TMEM16A inh | TRPC4 agonist | DYRK1A inh | ANO1 activ | KCNK9 inh | KCNQ1 inh | KCNK3 block | HDAC3 inhib | hERG protect | KCNQ1 pot
CCO[C@H]1OC(C(=O)N2CCCCCCC2)=C[C@@H](c2csc3ccccc23)[C@@H]1CCCO | i | i | i | -1 | i | i | i | i | 4 | -11 | i
CC(C)Cc1nnc(NC(=O)c2cccc(S(=O)(=O)N3CCN(C)CC3)c2)s1 | i | i | i | 11 | i | i | i | i | 0 | -10 | i
O=C(Cn1ncc2c(=O)oc3ccccc3c21)N1CCN(c2ccccn2)CC1 | i | i | i | 15 | i | i | i | i | -14 | -3 | i
Cc1cc(C)c(C(=O)CSc2nnc(C)s2)c(C)c1 | i | i | i | -7 | i | i | i | i | -1 | -10 | i
CN(C)C(=O)N1CCC(C(=O)NCc2ccc(F)cc2Cl)CC1 | i | i | i | . | i | i | i | i | -6 | -7 | i
Cc1cc(S(=O)(=O)Nc2ccc3c(c2)n(C)c(=O)n3C)ccc1F | i | 100* | i | 2 | i | i | i | i | 3 | -3 | i
CCOCCCNC(=O)C1CCN(S(=O)(=O)c2ccc(C)cc2)CC1 | i | i | i | 4 | i | i | i | i | -7 | -7 | i
O=c1c2ccccc2c(-c2ccccc2)nn1Cc1ccccc1 | i | i | i | -1 | i | i | i | i | 5 | -13 | i
COc1ccccc1C(=O)Nc1ccc(C)cc1C(=O)c1ccccc1 | i | i | i | 0 | i | i | i | i | 3 | -10 | i
COCCNC(=O)c1c(N)sc2c1CCCC2 | i | i | i | . | . | i | i | . | 7 | -8 | i
CCOCCCNCc1cc(Cl)cc(Cl)c1OCC | i | i | i | 1 | i | i | i | i | 2 | -7 | i
COc1ccc(Cn2nnnc2CN(CCCN2CCOCC2)Cc2cc3cc(OC)ccc3[nH]c2=O)cc1 | i | i | i | . | i | i | i | i | . | 0 | i
COc1ccc(S(=O)(=O)Cc2ccccc2)cc1N | i | i | i | 0 | i | i | i | i | 0 | -15 | i
OCC1(Cc2cccc(C(F)(F)F)c2)CCN(Cc2cc3ccccc3o2)CC1 | i | i | i | 1 | i | i | i | i | 5 | -19 | i
CCOC(=O)C1(CCOc2ccccc2)CCN(Cc2cccc(OC)c2O)CC1 | i | i | i | 3 | i | i | i | i | -4 | -9 | i
COc1ccc2nc(SCC(=O)NN)cc(C)c2c1 | i | i | i | -1 | i | i | i | i | 3 | -20 | i
CCOC(=O)c1nn(-c2ccc(F)cc2)c(=O)c2c(N)scc12 | i | i | i | 2 | i | i | i | i | 2 | -10 | i
Cc1cnc(C(=O)OC(C)C(=O)NCc2ccccc2)cn1 (centres undefined) | i | i | i | -1 | i | i | i | i | -3 | -5 | i
N#Cc1cc2cc3c(cc2nc1SCC(=O)N1CCCC1)OCCO3 | i | i | i | 0 | i | i | i | i | 3 | -6 | i
CCOC(=O)c1cnc2c(-c3ccccc3)c(C)nn2c1N | i | i | i | -5 | i | i | i | i | 2 | 5 | i

4 entries from above, with two lines to a compound.
Each structure is followed by: TRPC4 PAM	TMEM16A inh	TRPC4 agonist	DYRK1A inh	ANO1 activ	KCNK9 inh	KCNQ1 inh	KCNK3 block	HDAC3 inhib	hERG protect	KCNQ1 pot
- CCOC(=O)c1nn(-c2ccc(F)cc2)c(=O)c2c(N)scc12
    i	i	i	2	i	i	i	i	2	-10	i
- Cc1cnc(C(=O)OC(C)C(=O)NCc2ccccc2)cn1 (centres undefined)
    i	i	i	-1	i	i	i	i	-3	-5	i
- N#Cc1cc2cc3c(cc2nc1SCC(=O)N1CCCC1)OCCO3
    i	i	i	0	i	i	i	i	3	-6	i
- CCOC(=O)c1cnc2c(-c3ccccc3)c(C)nn2c1N
    i	i	i	-5	i	i	i	i	2	5	i

Further results:
SMILES | TRPC4 PAM | TMEM16A inh | TRPC4 agonist | DYRK1A inh | ANO1 activ | KCNK9 inh | KCNQ1 inh | KCNK3 block | HDAC3 inhib | hERG protect | KCNQ1 pot
O=C(Cn1cnc2cc([N+](=O)[O-])ccc2c1=O)Nc1cccc(S(=O)(=O)N2CCOCC2)c1 | i | i | i | 10 | i | i | i | i | 0 | -10 | i
CCOc1ccc(S(=O)(=O)Nc2ccc(C(=O)NCC(c3ccco3)N(C)C)cc2)cc1 (centres undefined) | i | i | i | -2 | i | i | i | i | 6 | -9 | i
CCNc1nc(CN2CCCCC2)nc2scc(-c3ccccc3)c12 | i | i | i | 7 | i | i | i | i | -2 | -3 | i
COc1ccc(CCC(=O)N2CC(C)OC(C)C2)cc1 (centres undefined) | i | i | i | 2 | i | i | i | i | -2 | -6 | i
COCCN(C(=O)Nc1ccccc1)c1ccccc1 | i | i | i | -8 | i | i | i | i | -3 | -7 | i
O=C(Nc1ccc(-n2cc(Cl)cn2)cc1)c1ccncc1 | i | i | i | 2 | i | i | i | i | ? | -8 | i
COc1ccc(N2CCN(C(CNC(=O)c3cccs3)c3ccco3)CC2)cc1 (centres undefined) | i | i | i | 11 | i | i | i | i | 1 | -14 | i
O=C1NC[C@H](Cc2ccccc2)N(CCc2cccc(F)c2)C1=O | i | i | i | -4 | i | i | i | i | -2 | -13 | i
O=C(Nc1ccccc1)Oc1ccc[nH]c1=O | i | i | i | 8 | i | i | i | i | -1 | -3 | i
Cc1ccccc1OCC(O)Cn1c2ccccc2c2ccccc21 (centres undefined) | i | i | i | -2 | i | -6.7* | i | -9.7* | -1 | -5 | i
CCN(C(=O)CSc1nc2ccccc2n1CC)C1CCS(=O)(=O)C1 (centres undefined) | i | i | i | . | i | i | i | i | -1 | -17 | i
Cc1ccc2nc(C(F)C(F)(F)F)[nH]c2c1 (centres undefined) | i | i | i | -5 | i | i | i | i | -4 | -6 | i
COC(=O)c1ccc(Cl)cc1N(Cc1c(F)cccc1Cl)S(C)(=O)=O | i | i | 65* | -7 | i | i | i | i | 2 | -3 | i
COc1ccc(Cl)cc1NC(=O)CN(C)C(=O)Cn1cnc2c1c(=O)n(C)c(=O)n2C | i | i | i | 9 | i | i | i | i | 7 | -7 | i
Cc1ccc2c(c1)/C(=N/OS(=O)(=O)c1ccccc1)CCS2 | i | i | i | -5 | i | i | i | i | -2 | -9 | i
C=CCn1c(N)c(C(=O)Nc2ccc(C)cc2)sc1=S | i | i | i | -2 | i | i | i | i | 1 | -6 | i
C#CCOCCOCCOCCNc1nc(N2CCN(C(=O)[C@H](CCC(=O)O)n3cc(C(N)CC(C)C)nn3)CC2)nc(N2CCN(C(=O)[C@H](Cc3cc4ccccc4[nH]3)n3cc(C(N)[C@H](C)CC)nn3)CC2)n1 (some centres undefined) | i | i | i | 1 | i | i | i | i | -1 | -10 | i
N#CCCN(C(=O)COC(=O)CCc1c[nH]c2ccccc12)c1ccc(F)cc1 | i | i | i | 12 | i | i | i | i | . | -11 | i
CCCCN(C(=O)C(C)Oc1ccc(Cl)cc1)c1c(N)n(CCCC)c(=O)[nH]c1=O (centres undefined) | i | i | i | . | i | i | i | i | ? | -11 | i
Clc1ccccc1OCc1nnc2n1CCCCC2 | i | i | i | -6 | i | i | i | i | 7 | -8 | i
Cc1nn(CC(=O)NCC(C)c2ccccc2)c(=O)c2cccn12 (centres undefined) | i | i | i | -5 | i | i | i | i | 0 | -6 | i
NCCCSC1=NCCCN1 | i | i | i | -1 | i | i | i | i | 1 | -8 | i
Cc1ccc(NC(=O)COC(=O)CNC(=O)c2ccco2)cc1 | i | i | i | -11 | i | i | i | i | 0 | -10 | i
CN1CCc2nc(NC(=O)COc3ccc(C#N)cc3)sc2C1 | i | i | i | -4 | i | i | i | i | 3 | -9 | i
NCCCCCc1nnc(SCc2ccccc2Cl)o1 | i | i | i | 1 | i | i | i | i | 3 | -7 | i
CCC(=O)NNc1nc2c(F)cc(F)cc2s1 | i | i | i | 1 | i | i | i | i | -3 | -10 | i
CCOc1cc(N(CC)CC)ccc1/C=C(/C#N)c1nc2ccccc2[nH]1 | i | i | 126* | 0 | i | i | i | i | 20 | -38 | i
CCN(C(=O)c1ccnn1C)c1ccccc1 | i | i | i | -3 | i | i | i | i | -3 | -3 | i
COc1ccc(S(=O)(=O)N2CCOCC2)cc1NC(=O)CSc1nnc2c(n1)[nH]c1ccccc12 | i | i | i | 1 | i | i | i | i | 0 | -11 | i
COc1ccc(OC)c(S(=O)(=O)N2CCC(C(=O)NCc3ccccn3)CC2)c1 | i | i | i | -1 | i | i | i | i | 14 | -3 | i
CC(NC(=O)CCC(=O)c1cccs1)c1ccccc1 (centres undefined) | i | i | i | 7 | i | i | i | i | 2 | -14 | i
COc1cccc(CN2CC(C(=O)NCc3ccc(C)c(F)c3)CCC2=O)c1 (centres undefined) | i | i | i | 0 | i | i | i | i | . | -6 | i
COc1ccccc1NC(=O)CNS(=O)(=O)c1ccccc1 | i | i | i | 7 | i | i | i | i | 1 | -1 | i
Cc1ccc(C)c(N(CC(=O)NC(C)(C)C)C(=O)CCC(=O)Nc2nccs2)c1 | i | i | i | -1 | i | i | i | i | 1 | -5 | i
COc1ccccc1N1CCN(CC(=O)Nc2ccc(Cl)c(C(F)(F)F)c2)CC1 | i | i | i | -1 | i | i | i | i | 12 | -13 | i
Cc1cc(C)nc(N(C#N)CC(=O)N2CCC(C(N)=O)CC2)n1 | i | i | i | -4 | i | i | i | i | -5 | -9 | i
Cc1ccc(C(C)n2cc(C(=O)NCc3cccnc3)nn2)cc1 (centres undefined) | i | i | i | -2 | i | i | i | i | -1 | -1 | i
COCCN(C(=O)COC(=O)C1CC1)c1c(N)n(Cc2ccccc2)c(=O)[nH]c1=O | i | i | i | -6 | i | i | i | i | -9 | -7 | i
